Salmonella PhoP GFP: Inhibition of PhoP regulon, Salmonella typhi GFP reporter cells, confirmation, 4 h (AID 1850); Salmonella Typhi PhoP-promoter GFP reporter, fluorescence, 4 h; higher % means a stronger effect; inhibition, % at 50 µM, or IC50 in µM where a hit was titrated; actives 0.33% (n = 310,000); in the data active = a potency from the dose series;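 note: 0% = induced wells with vehicle and 100% = uninduced wells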
VEEV TC-83 Vero: inhibitors of VEEV TC-83 cytopathic effect, confirmation, Vero cells (AID 588727). Vero cells, VEEV TC-83 cytopathic effect inhibition; higher % means a stronger effect. actives 0.13% (n = 350,000). inhibition, % at 20 µM, or IC50 in µM where a hit was titrated; in the data active = a potency from the dose series; note: strong numbers were not always called active
H37Rv inhibition: M. tuberculosis growth inhibition, HTS (AID 449762) | M. tuberculosis H37Rv growth inhibition, 7H9 media; higher % means a stronger effect | one-dose inhibition, % at 25 µM; IC50 in µM for titrated hits | actives 0.59% (n = 330,000); in the data active = a potency from the dose series;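 note: bacterial growth assessed after seven days of incubation; strong numbers were not always called active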
influenza NS1A: H1N1 influenza NS1A inhibitors, functional cell based assay (AID 504329) | actives 0.3% (n = 340,000) | NS1A functional cell-based assay, percent inhibition; higher % means a stronger effect | one-dose inhibition, % at 12.5 µM; IC50 in µM for titrated hits; in the data active = a potency from the dose series; note: strong numbers were not always called active
M. tuberculosis: growth inhibition of non-replicating M. tuberculosis (AID 488890). Mycobacterium tuberculosis non-replicating, growth inhibition; higher % means a stronger effect. inhibition, % at 25 µM, or IC50 in µM where a hit was titrated. actives 0.39% (n = 320,000); in the data active = a potency from the dose series;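 note: plate controls were DMSO cells for no effect and high antibiotic wells for full effect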
VEEV TC-83 Vero 10K pilot screen: recorded beside VEEV TC-83 Vero, whose call it bears; inhibition, %; measured here: 10K pilot screen inhibition
* hit, by the source's call; i = inactive; / = not tested or not shown. Hits appear at their usual frequency (roughly 1.4% active in at least one column).

SMILES	Salmonella PhoP GFP	VEEV TC-83 Vero	H37Rv inhibition	influenza NS1A	M. tuberculosis	others
COCCCNC(=O)/C=C/c1c(Cl)cccc1Cl	4%	1.8%	-1%	-9%	75%
Cc1nn(-c2ccccc2)c(N)c1-c1ccccc1	6%	i	1%	13%	3%
Cc1ccc(-c2cc(C(F)F)n3ncc(C(=O)N4CCc5ccccc54)c3n2)cc1	-2%	3.6%	2%	-1%	2%
Cc1cc(C(=O)NNC(=O)CCCCC(=O)NNC(=O)c2cc(C)[nH]n2)n[nH]1	-7%	2.0%	-1%	2%	-12%
NC(=O)CC(NC(=O)Cc1cccc2ccccc12)c1ccc(NC2CC3CCC2C3)c([N+](=O)[O-])c1 (configuration not stated)	-7%	0.3%	6%	-4%	22%
Cc1ccc(S(=O)(=O)N2CCN(C(=O)COC(=O)c3cccc(Cl)c3)CC2)c(C)c1	/	i	1%	-4%	23%
O=C(O)COc1ccc(/C=C/c2nc3ccc([N+](=O)[O-])cc3s2)cc1	31%	0.7%	-3%	13%	69%
O=C(CCC(=O)OCCCC(F)(F)C(F)(F)F)Nc1ccccc1	-2%	1.1%	0%	4%	-1%
Cc1c(C(=O)OCC(=O)Nc2c(C)n(C)n(-c3ccccc3)c2=O)cccc1[N+](=O)[O-]	0%	1.0%	4%	-6%	13%
Cc1ccc(C(=O)NN2C(=O)C3C4C=CC(C4)[C@@H]3C2=O)cc1 (some centres not stated)	4%	i	-3%	9%	-4%
O=C(CS(=O)(=O)Cc1ccccc1)N1CCN(c2cccc(C(F)(F)F)c2)CC1	14%	6.3%	2%	5%	11%
O=C(Cc1ncc(C(F)(F)F)cc1Cl)Nc1cccc(Br)c1	2%	0.1%	2%	5%	10%
CCc1ccc(NC(=O)C(=O)NCC(O)c2ccccc2)cc1 (configuration not stated)	-1%	0.9%	1%	8%	10%
CC(=O)c1ccc(OCc2cc(C(=O)NCC3CCCCO3)no2)cc1 (configuration not stated)	-15%	0.2%	5%	2%	19%
Cc1cc(NC(=O)c2c(Br)c(C)nn2C)no1	2%	2.5%	0%	-6%	-1%
Cc1ccc(OC(F)F)c(NC(=O)Nc2cccc(C(F)(F)F)c2)c1	2%	i	16%	10%	15%
CC(OC(=O)C1CC(=O)N(Cc2ccccc2)C1)C(=O)Nc1cccc(C#N)c1 (configuration not stated)	-10%	4.9%	-31%	-7%	2%
COc1ccc(C/C(N)=N/OC(=O)c2cccc([N+](=O)[O-])c2)cc1	11%	i	4%	6%	50%
O=c1[nH]c(Cc2ccccc2)nc2c1oc1ccccc12	-4%	0.5%	-7%	4%	28%
CCN(CC)CCNC(=O)c1cc2c(s1)-c1ccccc1SC2	6%	14%	11%	6%	36%
Nc1ccccc1S(N)(=O)=O	0%	0.5%	1%	0%	-4%
O=C(O)c1cccc(NC(=O)c2cn(-c3ccccc3)nc2-c2cccc(Br)c2)c1	-4%	1.5%	11%	-10%	16%
O=C(O)CCCCCCCCCCP(=O)(c1ccccc1)c1ccccc1	8%	5.5%	-8%	9%	-7%
COc1ccccc1Cn1c(=O)c2ccccc2n2c(Sc3ncnc4sccc34)nnc12	-2%	13%	-3%	3%	11%
CC(OC(=O)CCC(=O)c1cccs1)C(=O)Nc1ccccc1[N+](=O)[O-] (configuration not stated)	3%	0.2%	-2%	6%	10%

Reprinted at random: 3 records from the list
SMILES	Salmonella PhoP GFP	VEEV TC-83 Vero	H37Rv inhibition	influenza NS1A	M. tuberculosis	others
Cc1ccc(S(=O)(=O)N2CCN(C(=O)COC(=O)c3cccc(Cl)c3)CC2)c(C)c1	/	i	1%	-4%	23%
O=C(O)COc1ccc(/C=C/c2nc3ccc([N+](=O)[O-])cc3s2)cc1	31%	0.7%	-3%	13%	69%
CC(=O)c1ccc(OCc2cc(C(=O)NCC3CCCCO3)no2)cc1 (configuration not stated)	-15%	0.2%	5%	2%	19%

(further entries)
SMILES	Salmonella PhoP GFP	VEEV TC-83 Vero	H37Rv inhibition	influenza NS1A	M. tuberculosis	others
COc1ccc(OC)c(C(=O)NC(CC(N)=O)c2ccc(NC(C)C)c([N+](=O)[O-])c2)c1 (configuration not stated)	0%	0.1%	2%	12%	9%	VEEV TC-83 Vero 10K pilot screen=0.3
Cc1ccc(NC(=O)C(C)Sc2nc(=O)cc(N)n2-c2ccccc2)cc1 (configuration not stated)	-10%	2.2%	-4%	5%	16%
N/C(=N\OC(=O)c1ccc(Cl)cc1Cl)c1ccccc1	0%	3.6%	/	-1%	/
CC(C)(CNC(=O)c1ccc(-c2cccc(C(F)(F)F)c2)o1)N1CCOCC1	4%	6.4%	35%	-2%	2%
CC(=O)c1c(C)[nH]c(C(=O)Nc2ccc(Cl)c(S(=O)(=O)N(C)C)c2)c1C	-23%	7.6%	8%	-5%	6%
O=C(NC1CC1)c1ccc(CS(=O)c2ccc(Br)cc2)o1 (configuration not stated)	4%	1.4%	3%	-8%	11%
COc1ccccc1NC(=O)CSc1nccn1Cc1ccccc1	-8%	5.4%	4%	-3%	36%
O=C(Nc1nc2n(n1)C(c1ccccc1)C=C(c1ccccc1)N2)c1ccco1 (configuration not stated)	2%	1.9%	-2%	10%	5%
CCOc1cc(C(=S)N2CCCC2)ccc1OC	-8%	i	-2%	-21%	-7%
CC(=O)C(=Cc1cc(C)n(-c2ccccc2)c1C)C(C)=O	7%	1.4%	-8%	10%	16%
Cc1ccc(C#N)c(SCc2cc3c(cc2Cl)OCO3)n1	0%	3.1%	6%	14%	5%
CC(=O)c1ccc(N2CCN(C(=O)c3ccc(Br)cc3)CC2)c(F)c1	-5%	0.8%	9%	-4%	44%
CCN(C(=O)COC(=O)c1cc2ccccc2cc1OC)c1c(N)n(Cc2ccccc2)c(=O)[nH]c1=O	/	3.4%	/	1%	/
CCOC(=O)[C@@H]1[C@H]2COc3ccccc3[C@@H]2N2C(=O)N(c3cccc(C)c3)C(=O)[C@@]12C	/	0.4%	4%	-6%	5%
OCCN1CCOCCOc2ccccc2OCCOCC1	7%	0.1%	2%	-3%	12%
Cc1ccc(S(=O)(=O)N2CCN(C(=O)COC(=O)CC(C)c3ccccc3)CC2)c(C)c1 (configuration not stated)	/	1.7%	/	-13%	/
CCOCCCNS(=O)(=O)c1ccc(NC(=O)CN2C(=O)c3ccccc3C2=O)cc1	5%	0.6%	-6%	2%	-14%
CCCN(CCC)c1nc(N)nc(-c2cc(Cl)ccc2OC)n1	-3%	3.6%	28%	-81%	28%
O=C(COc1ccc(Cl)cc1)N1CCN(Cc2ccc([N+](=O)[O-])cc2)CC1	-10%	1.8%	9%	-24%	66%
O=C(CNC(=O)C1COc2ccccc2O1)N/N=C\c1ccc(Br)cc1 (configuration not stated)	-27%	2.8%	11%	6%	12%
CNC(=S)NNC(=O)c1cccn(Cc2ccc(Cl)cc2Cl)c1=O	-1%	/	6%	/	14%
CCc1nc(C)ccc1OCC(=O)N1CCc2c([nH]c3ccccc23)C1c1ccccn1 (configuration not stated)	-5%	7.7%	11%	-1%	4%
Cc1ccc(OCc2occc2C(=O)O)cc1	/	0.2%	/	3%	/
COc1ccccc1NC(=O)COC(=O)CN1C(=O)C(=O)c2ccccc21	8%	5.2%	-5%	6%	2%
CCOC(=O)C(NC(=O)CC)C(O)c1cccc([N+](=O)[O-])c1 (configuration not stated)	5%	0.5%	-1%	2%	-19%

3 compounds already listed, arranged by number of heavy atoms, low to high:
SMILES	Salmonella PhoP GFP	VEEV TC-83 Vero	H37Rv inhibition	influenza NS1A	M. tuberculosis	others
Cc1ccc(OCc2occc2C(=O)O)cc1	/	0.2%	/	3%	/
CC(=O)C(=Cc1cc(C)n(-c2ccccc2)c1C)C(C)=O	7%	1.4%	-8%	10%	16%
O=C(Nc1nc2n(n1)C(c1ccccc1)C=C(c1ccccc1)N2)c1ccco1 (configuration not stated)	2%	1.9%	-2%	10%	5%

(more compounds)
SMILES	Salmonella PhoP GFP	VEEV TC-83 Vero	H37Rv inhibition	influenza NS1A	M. tuberculosis	others
O=C(CSc1ncn(-c2ccccc2)n1)NCc1ccccc1	-1%	2.5%	-4%	0%	16%
Cc1oc2c(C)c(O)ccc2c(=O)c1-c1cnn(-c2ccccc2)c1	1%	3.7%	-10%	2%	-4%
Cc1nc2cc(NC(=O)c3ccc(N4C(=O)CCC4=O)cc3)ccc2s1	-12%	1.4%	3%	12%	10%
O=C(O)CCN1C(=O)c2ccc(NC(=O)c3cccs3)cc2C1=O	-6%	i	-3%	6%	-2%
Cc1ncc(CN2CCCC(CCC(=O)NCc3ccc(F)c(F)c3)C2)s1 (configuration not stated)	8%	0.0%	-8%	1%	-12%
C[C@@H]1COC(=O)[C@H](Cc2ccc(F)cc2)C/C=C\C[C@@H](CC(=O)N[C@H](CO)Cc2ccccc2)C(=O)N1	/	0.3%	0%	1%	40%
O=C(Nc1nnc(SCc2ccc(F)cc2)s1)C1CC(=O)N(Cc2ccccc2)C1 (configuration not stated)	-4%	0.5%	3%	7%	16%
C/C(=C\c1ccco1)C1C(C#N)=C(N)Oc2n[nH]c(-c3ccc(C)cc3)c21 (configuration not stated)	-1%	1.1%	0%	-9%	2%
CCN(CC)CCOC(=O)c1ccc(N=CC2=C(O)CC(C)(C)CC2=O)cc1	/	0.4%	/	16%	/
COc1ccc(NC2=C3CC(C)CC=C3N(c3ccc(OC)cc3)C2=O)cc1 (configuration not stated)	-4%	0.7%	6%	4%	-6%
Cc1ccc(S(=O)(=O)N(C)c2c(C)ccc(S(N)(=O)=O)c2C)cc1	10%	2.7%	2%	-12%	-6%
Cc1ccc(S(=O)(=O)N2CCC3(CC2)OCCN3S(=O)(=O)c2cccs2)cc1	4%	2.2%	3%	-3%	11%
Cc1noc(C)c1C(=O)NC(C)C12CC3CC(CC(C3)C1)C2 (configuration not stated)	-2%	0.4%	9%	-5%	38%

High-throughput results: PubChem, Southern Research Specialized Biocontainment Screening Center
